Compound activity deposited in PubChem BioAssay by The Scripps Research Institute Molecular Screening Center.
GPR151 activ: activators of human GPR151; activation, % at 11.2 µM; 650,000 tested, 1% active; Q8TDV0; PathHunter beta-arrestin GPR151 cells, luminescence; in the data active = activation above about 4.9%;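 also: 0% = median of compound wells and 100% = cells with positive control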
Target sequence (Q8TDV0 whole entry, looked up): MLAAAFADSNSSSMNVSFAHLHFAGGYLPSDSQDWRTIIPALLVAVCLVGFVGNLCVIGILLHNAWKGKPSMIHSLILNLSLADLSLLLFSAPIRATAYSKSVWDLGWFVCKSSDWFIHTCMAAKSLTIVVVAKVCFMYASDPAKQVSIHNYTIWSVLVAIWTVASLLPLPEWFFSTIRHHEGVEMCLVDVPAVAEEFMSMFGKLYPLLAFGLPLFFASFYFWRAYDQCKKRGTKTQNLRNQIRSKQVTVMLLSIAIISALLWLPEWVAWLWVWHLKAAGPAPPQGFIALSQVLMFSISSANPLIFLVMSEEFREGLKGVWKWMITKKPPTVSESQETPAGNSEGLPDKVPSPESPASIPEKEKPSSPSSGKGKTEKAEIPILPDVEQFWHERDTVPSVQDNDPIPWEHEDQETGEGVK
TEAD-YAP inh: TEAD-YAP interaction inhibition | HEK-TIYL cells, TEAD-Gal4/YAP UAS-luciferase luminescence | 640,000 tested, 1.4% active | inhibition, % at 9.12 µM | AID 1259422; in the data active = inhibition above about 32%;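 also: 0% = median of test compound wells and 100% = reference inhibitor wells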
MITF inh: human MITF inhibition, primary screen; AlphaScreen MITF homodimerization, bead proximity signal; 650,000 tested, 0.91% active; inhibition, % at 2.6 µM; O75030; in the data active = inhibition above about 50%;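 also: 0% = vehicle wells with protein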
Target sequence (O75030 whole entry, looked up): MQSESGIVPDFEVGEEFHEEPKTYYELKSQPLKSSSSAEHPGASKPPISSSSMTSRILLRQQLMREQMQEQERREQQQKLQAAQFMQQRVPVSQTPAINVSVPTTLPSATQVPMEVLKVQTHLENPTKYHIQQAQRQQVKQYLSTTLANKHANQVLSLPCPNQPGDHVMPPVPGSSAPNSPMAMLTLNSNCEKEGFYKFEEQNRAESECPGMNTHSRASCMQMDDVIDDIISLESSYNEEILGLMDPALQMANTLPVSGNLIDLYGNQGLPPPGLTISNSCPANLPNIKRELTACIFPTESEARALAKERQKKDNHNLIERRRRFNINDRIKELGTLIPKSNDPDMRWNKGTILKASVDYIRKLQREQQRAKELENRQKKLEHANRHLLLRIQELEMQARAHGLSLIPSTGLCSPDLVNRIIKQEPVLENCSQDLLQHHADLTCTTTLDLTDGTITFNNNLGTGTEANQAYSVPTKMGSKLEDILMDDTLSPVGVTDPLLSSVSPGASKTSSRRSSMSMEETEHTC
FBW7 act: activators of human E3 ligase FBW7. 650,000 tested, 0.13% active. Q969H0. normalized activity (activation), % at 26.1 µM. AID 1259310. AlphaScreen FBW7–phospho-cyclin E peptide binding, activator screen; in the data active = normalized activity above about 1.9%;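 also: purified mutant Fbw7 with reduced substrate affinity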
Active calls of the source: *; & = joins results of further samples.

SMILES	GPR151 activ	TEAD-YAP inh	MITF inh	FBW7 act
O=C1Nc2ccc(Br)cc2/C1=C/c1nc2ccccc2c(=O)n1-c1ccccc1	-0.4	1	19	0.3
CCOc1ccc(CN(CCc2ccc3c(c2)OCO3)Cc2cccc(OC)c2)cc1	1.2	3	28	0.0
Cc1cccc(C2NCc3ccc4c(c3-n3cccc32)OCO4)n1 (stereo not drawn)	0.3	4	10	-0.1
C[N+](C)(C)CC(=O)Nc1ccc([N+](=O)[O-])cc1C(=O)c1ccccc1	0.2	-8	3	0.0
Cc1cccc(CN2CC3CC(C2)c2cccc(=O)n2C3)c1 (stereo not drawn)	-0.9	5	0	0.1
CCOc1ccccc1CN1CCN(c2ccccc2OC)CC1	-0.7	1	32	-0.1
CC(=O)Nc1ccc(OC(=O)c2ccccc2N)cc1	1.0	-7	-11	0.0
CCCCn1c(C)c(C(=O)OCC)c2cc(O)c3ccccc3c21	-0.8	-3	8	0.0
CCC1(C)CC(CCNCc2ccc(OC)cc2)(c2ccccc2OC)CCO1 (stereo not drawn)	-1.5	2	7	0.0
CC[N+]1(C)CCCC(OC(=O)C(O)(c2ccccc2)c2ccccc2)C1 (stereo not drawn)	-0.9&-0.8	-9	8&2	1.0&-0.1
CC12CN3CC(C)(CN(C1)C3c1cccs1)C2 (stereo not drawn)	-0.6	-12	1	0.3
CC(C)(C)C(=O)Nc1ccc(Cl)cc1C(=O)c1ccccc1	-0.9	-2	6	-0.1
COc1cccc(/C=C/c2nc3ccccc3c(=O)n2-c2ccc(C)cc2)c1O	0.3	-2	-4	0.1
CCC1(CC)N2CC3(C)CN1CC(C)(C2)C3=O	-0.3	-2	3	-0.2
O=C(c1cccs1)C1CN2CCC1CC2 (stereo not drawn)	-0.7	-2	12	1.2
CCN1CCN(c2ccc(NC(=O)C(C)(C)C)cc2)CC1	-1.1	-3	8	0.1
Cc1cccc(OCC(=O)N2CCN(Cc3cccc(Br)c3)CC2)c1	-0.6	0	61*	0.0
Cc1ccccc1-n1c(/C=C/c2ccccc2O)nc2ccccc2c1=O	-0.4	14	-7	0.1
CCC1(CC)C(=O)NC(=NCCc2c[nH]c3ccccc23)NC1=O	0.6	2	0	0.2
O=C1CC(=O)N(c2ccccc2)C(=S)N1c1ccccc1	-1.1	-28	16	0.3
COc1ccc(CNCCc2c[nH]c3ccccc23)c(OC)c1C	1.6	8	22	-0.1
COc1ccc(-c2nc3ccccc3c(=O)n2-c2cc(C)ccn2)cc1	-0.5	-14	14	0.2
CN1C2CCC1/C(=C\c1cccnc1)C(=O)/C2=C/c1cccnc1	-0.3	53*	22	0.8
Cn1c(O)c(N=Nc2ccc(S(=O)(=O)N3CCOCC3)cc2)c(=O)n(C)c1=O	0.8	4	3	-0.1
O=C(Nc1ccc(S(=O)(=O)N2CC3CC(C2)c2cccc(=O)n2C3)cc1)c1ccccc1 (stereo not drawn)	-0.6	-7	-12	0.1
CCCCN=Cc1c(O)[nH]c(=O)[nH]c1=O	1.6	-27	-7	-0.1
CCOP(=S)(OCC)Oc1nc(Cl)c(Cl)cc1Cl	0.0	-4	-7	-0.1
Cc1cc(C(=O)Nc2ccc(C#N)c(Cl)c2)ccc1[N+](=O)[O-]	-0.4	-2	22	0.1
O=C(c1ccc(N2CCCCC2)c([N+](=O)[O-])c1)N1CCC2(CC1)OCCO2	0.4	2	3	-0.1
CN1C2CCC1CC(OC(c1ccccc1)c1ccccc1N)C2 (stereo not drawn)	0.7	6	7	0.0
CCN(CC)c1cc(N2CCN(C)CC2)c([N+](=O)[O-])cc1F	0.8	5	17	-0.1
Cc1sc2c(c1C)C(c1cccc(Cl)c1)=NCC(=O)N2CC(=O)N1CCCC1	-0.5	3	16	-0.1
CCC1CN(C)CCC1(OC(C)=O)c1ccccc1 (stereo not drawn)	0.1	-1	-7	-0.1
COCC1CCCN(CC(=O)Nc2cccnc2)C1 (stereo not drawn)	-0.9	-5	75*	-0.5
CCC[C@@H]1NC(=O)[C@H]2CN(Cc3cccc(C)n3)CCN2C1=O	-0.1	-3	9	0.2
O=C(NCCN1CCN(C(=O)COc2ccc(Cl)cc2Cl)CC1)c1ccsc1	0.1	15	1	-0.1
O=C(c1cc2c(=O)[nH]c3ccccc3c2s1)N1CCC2(CC1)OCCO2	-0.1	-39	7	-0.2
CCOc1ccccc1CC1(CCc2ccncc2)C(=O)N(C)C(=O)N(C)C1=O	0.4	-2	8	-0.1
O=c1c2ccccc2nc(/C=C\c2ccc(F)c(F)c2)n1-c1cccc([N+](=O)[O-])c1	-0.5	0	6	0.2
COc1ccc(-n2c(/C=C/c3ccccc3)nc3ccccc3c2=O)cc1OC	2.7	31	-13	0.2
COc1cccc(CN2CCN(Cc3ccc(C)cc3)CC2)c1	-0.5	-12	77*	-0.1
Cc1ccc(P(=S)(Nc2ccc([N+](=O)[O-])cc2)Nc2ccc([N+](=O)[O-])cc2)o1	-0.2	15	1	-0.3
Cc1[nH]c2ccc(C(C)(C)C)cc2c1CCN	3.3	8	15	0.0
COC(=O)C1=C(N)Oc2cc(C)n(C)c(=O)c2C12C(=O)N(Cc1ccc(Cl)cc1)c1ccccc12 (stereo not drawn)	-0.4	6	5	0.0
CC(C)(C)CN1CCN(Cc2c(F)cccc2F)CC1CCO (stereo not drawn)	0.4	-9	-7	-0.1

Entries above that contain a nitro group on carbon (six):
SMILES	GPR151 activ	TEAD-YAP inh	MITF inh	FBW7 act
C[N+](C)(C)CC(=O)Nc1ccc([N+](=O)[O-])cc1C(=O)c1ccccc1	0.2	-8	3	0.0
Cc1cc(C(=O)Nc2ccc(C#N)c(Cl)c2)ccc1[N+](=O)[O-]	-0.4	-2	22	0.1
O=C(c1ccc(N2CCCCC2)c([N+](=O)[O-])c1)N1CCC2(CC1)OCCO2	0.4	2	3	-0.1
CCN(CC)c1cc(N2CCN(C)CC2)c([N+](=O)[O-])cc1F	0.8	5	17	-0.1
O=c1c2ccccc2nc(/C=C\c2ccc(F)c(F)c2)n1-c1cccc([N+](=O)[O-])c1	-0.5	0	6	0.2
Cc1ccc(P(=S)(Nc2ccc([N+](=O)[O-])cc2)Nc2ccc([N+](=O)[O-])cc2)o1	-0.2	15	1	-0.3

(cont.)
SMILES	GPR151 activ	TEAD-YAP inh	MITF inh	FBW7 act
COc1ccc(CN2CCN(c3ccccc3C)CC2)cc1O	0.6	0	22	0.0
O=c1c2ccccc2nc(/C=C/c2cccc(F)c2)n1-c1cccc(F)c1	-1.6	-4	-8	0.1
Fc1ccc(NC(=S)N2CCCCC2c2cccnc2)cc1 (stereo not drawn)	0.3	-2	-9	-0.4
Cc1ccc(NC(=O)c2c(O)c3ccccc3n(Cc3ccccc3)c2=O)nc1	0.6	-2	-10	-0.1
Cc1cc(C)c(C)c(C=C(C#N)C#N)c1C	1.2	3	0	0.0
CCN(CC)CC(=O)Nc1ccc(Br)cc1C(=O)c1ccccc1	-0.2	-2	-2	-0.1
Cn1c(O)c(C(=Nc2ccc(F)cc2)c2ccccc2Cl)c(=O)n(C)c1=O	0.8	3	0	-0.2
COc1ccc(OC)c(CC2C(=O)N(C)C(=O)N(C)C2=O)c1	-0.6	3	4	0.1
CC(C)CN1CCN(Cc2c(F)ccc(F)c2F)CC1CCO (stereo not drawn)	-0.7	-2	13	0.2
Cc1ccc(-c2nn(CCC#N)cc2C(=O)O)cc1C	-1.6	19	17	1.2
O=c1c2ccccc2nc(/C=C/c2ccc3c(c2)OCO3)n1-c1ccc(F)c(Cl)c1	1.7	-3	2	0.0
N#CC1=C(N)Oc2c(c(=O)oc3ccccc23)C1Cc1ccccc1 (stereo not drawn)	0.3	-12	-1	0.0
Cc1ccc(CNC(=O)CN2CC(c3ccccc3)CC2=O)cc1 (stereo not drawn)	0.4	9	23	0.3
O=c1c2ccccc2nc(/C=C/c2cccc(F)c2)n1-c1ccc(F)cc1F	-0.9	3	-15	0.0
O=[N+]([O-])c1ccc(O)c(CN2CCN(c3ccc(Cl)cc3)CC2)c1	2.4	2	-1	-0.1
CCCCN1C2=[N+](CCCS2)CC1(O)c1ccc(OC)cc1 (stereo not drawn)	1.2	4	-2	0.0
CCN1CCN(Cc2cc(OC)c(OC)cc2Br)CC1	-0.4	-1	4	0.0
COc1ccc(NC2=NCCCS2)cc1	-1.4	-5	6	0.7
COc1ccc(-c2nn(CCC#N)cc2C(=O)O)cc1	-0.5	3	9	1.1
C=Cn1ccnc1P(O)(=S)c1nc(C)c(CCOC(C)=O)s1 (stereo not drawn)	2.2	14	-2	0.2
COc1ccc(Cc2c(O)[nH]c(=S)[nH]c2=O)cc1	-0.8	3	-2	-0.1
COc1ccc(-c2nc3ccccc3n2C2CCN(Cc3cnn(C)c3C)CC2)cc1OC	-0.8	-8	3	-0.2
CCN(CC)P1(=S)C2=C(N3CCCCC3)CC(C)(C)CC2=NN1c1ccccc1 (stereo not drawn)	0.8	3	19	-0.2
C=CC(=O)N1CC2CC(C1)c1cccc(=O)n1C2 (stereo not drawn)	-0.4	1	11	0.1
O=C1Nc2ccccc2/C1=C/c1nc2ccccc2c(=O)n1-c1ccccn1	-0.1	2	19	-0.1
Cc1ccc2c(c1)C1CN(C)CCC1N2C(=O)CSc1nc2ncccc2[nH]1 (stereo not drawn)	0.9	-6	-7	0.1
CN1C[C@@H](CS(=O)(=O)N(C)C)C[C@@H]2c3cccc4c3c(cn4C)C[C@H]21	1.4	-1	6	0.1
Cc1ccc2c(c1)OC(=O)C2(O)C(F)(F)F (stereo not drawn)	0.4	-1	-8	0.1
CCOC(=O)C1(c2ccccc2)CCN(CCC(=O)Nc2ccc(C)c(Br)c2)CC1	1.0	0	1	-0.1
COc1ccccc1CN1CCN(c2ccc(F)cc2)CC1	0.6	-6	19	0.0
CC(C)(OP(N)(=O)Oc1ccccc1)C(F)(F)C(F)(F)C(F)(F)C(F)F (stereo not drawn)	-0.2	-11	11	0.0
CCOC(=O)CN1C(=O)C2(C(C(=O)OCC)=C(N)Oc3cc(C)n(CC)c(=O)c32)c2ccccc21 (stereo not drawn)	1.0	3	-7	-0.1
Cc1cc(I)ccc1-n1c(/C=C/c2cccc(F)c2)nc2ccccc2c1=O	0.4	-2	-9	0.0
CCC(=O)Nc1ccc(Cl)cc1C(=O)c1ccccc1	2.4	4	-9	0.1
CCCCn1c(=O)c(C(=O)Nc2nc3ccc(C)cc3s2)c(O)c2ccccc21	0.0	3	0	0.0
O=[N+]([O-])/C(C(Cl)=C(Cl)Cl)=C1\NCCN1Cc1cnc(Cl)s1	-0.5	-1	4	0.2
COc1ccc(-c2noc(CN3CC=C(c4ccc(F)cc4)CC3)n2)cc1	1.0	10	-5	-0.2
Fc1ccc(CNC2CN3CCC2CC3)cc1 (stereo not drawn)	-0.5	-3	3	-0.1
O=C1NC(=O)C(=Cc2ccc(OC(=O)c3cccc4ccccc34)cc2)C(=O)N1	-1.7	-60	-27	-0.2
Cc1nc2ccccc2c(=O)n1-c1ccccc1I	0.1	6	7	0.0
O=c1ccc2cc(O[C@@H]3O[C@H](CO)[C@@H](O)[C@H](O)[C@H]3O)c(O)cc2o1	0.7&0.2	2&6	-14&-8	-0.1&-0.1
Cn1c(SCCOC(N)=O)nnc1-c1ccc([N+](=O)[O-])cc1	-0.1	10	6	-0.1
Cc1ccc(S(=O)(=O)NCCC(=O)Nc2ccc(Br)cc2C(=O)c2ccccc2)cc1	-0.2	-1	13	0.6
CC(=O)OC1(c2ccccc2)CCN(C2CCCCC2)CC1C (stereo not drawn)	-0.5	2	2	-0.3
COc1cccc(/C=C/c2nc3ccccc3c(=O)n2-c2ccc(F)cc2)c1OC	-0.9	2	-1	-0.1
COc1ccc(OC)c(C2=NCC(=O)Nc3c2oc2ccc(Cl)cc32)c1	3.2	59*	11	0.1
CN(C)P(=O)(Nc1cccc(C(F)(F)F)c1)N(C)C	-0.5	11	20	0.1
CC1(C)C(C=C(Cl)Cl)C1C(=O)OC(C#N)c1ccc(F)c(Oc2ccccc2)c1 (stereo not drawn)	0.0	1	7	-0.1
CCOc1ccccc1N1CCN(Cc2cccnc2)CC1	5.5*	5	40	0.2
c1ccc2c(c1)CNC(c1ccc3c(c1)OCO3)c1cccn1-2 (stereo not drawn)	-0.4	10	3	-0.1
CCc1cccc(C)c1NC(=S)N1CC2CC(C1)c1cccc(=O)n1C2 (stereo not drawn)	0.5	-4	-4	-0.1
NC(=O)C(Cc1ccc(N(CCCl)CCCl)cc1)NC=O (stereo not drawn)	-0.3	-2	10	0.1
Nn1c(Cn2c[n+]([N-][N+](=O)[O-])cn2)nnc1Cn1c[n+]([N-][N+](=O)[O-])cn1	0.4	2	3	-0.1
CC(=O)c1ccc(NC(=O)CN2CCN(Cc3ccccc3)CC2)cc1	0.2	6	-1	0.1
CC(=O)NNC(=O)CN1C(=O)CN=C(c2ccccc2)c2cc(Br)ccc21	2.9	14	1	0.1
Cc1nnc(SCC(=O)Nc2ccc(C#N)c(Cl)c2)n1N	1.3	8	8	0.0

Taken from above.
CC(=O)c1ccc(NC(=O)CN2CCN(Cc3ccccc3)CC2)cc1 @ GPR151 activ: 0.2
CC(=O)NNC(=O)CN1C(=O)CN=C(c2ccccc2)c2cc(Br)ccc21 @ MITF inh: 1
COc1ccc(OC)c(C2=NCC(=O)Nc3c2oc2ccc(Cl)cc32)c1 @ MITF inh: 11
CC1(C)C(C=C(Cl)Cl)C1C(=O)OC(C#N)c1ccc(F)c(Oc2ccccc2)c1 (stereo not drawn) @ MITF inh: 7
NC(=O)C(Cc1ccc(N(CCCl)CCCl)cc1)NC=O (stereo not drawn) @ TEAD-YAP inh: -2
CCOc1ccccc1N1CCN(Cc2cccnc2)CC1 @ FBW7 act: 0.2

Some of the compounds tested. The share of hits here may be higher or lower than overall.
